Screening data: PubChem, several laboratories
NF-kB expr up = raises NF-kB expression in human neuronal cells; fold change at 12.5 µM; NF-kB reporter expression; hits give high values; AID 1239; actives 1.6% (n = 190,000); in the data active = fold change above about 3.3
DTT redox prof = compounds producing H2O2 with reducing agent – biochemical, NIH compound library profiling, artefact control for MLSCN library redox annotation, primary screen. DTT-dependent redox cycling H2O2, phenol red/HRP absorbance; 100% = 100 µM peroxide control, 0% = buffer. AID 878. activation, % at 10 µM. actives 0.03% (n = 200,000);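 active = activation of at least 50% relative to the plate's high and low controls in the primary single-dose screen; inactive = activation below 50%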;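 note: compound incubated with DTT at 0.8 mM final as the reducing agent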
TLR4-MyD88 BLA = blocks binding of human TLR4 to MyD88; O00206+Q99836; HeLa CL3-4 TLR4/MyD88 BLA complementation, FRET ratio; inhibition, % at 8.4 µM; actives 0.18% (n = 200,000); AID 861; in the data active = inhibition above about 25%;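 note: 0% = vehicle and 100% = reference inhibitor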
Target sequence (O00206 whole entry, looked up): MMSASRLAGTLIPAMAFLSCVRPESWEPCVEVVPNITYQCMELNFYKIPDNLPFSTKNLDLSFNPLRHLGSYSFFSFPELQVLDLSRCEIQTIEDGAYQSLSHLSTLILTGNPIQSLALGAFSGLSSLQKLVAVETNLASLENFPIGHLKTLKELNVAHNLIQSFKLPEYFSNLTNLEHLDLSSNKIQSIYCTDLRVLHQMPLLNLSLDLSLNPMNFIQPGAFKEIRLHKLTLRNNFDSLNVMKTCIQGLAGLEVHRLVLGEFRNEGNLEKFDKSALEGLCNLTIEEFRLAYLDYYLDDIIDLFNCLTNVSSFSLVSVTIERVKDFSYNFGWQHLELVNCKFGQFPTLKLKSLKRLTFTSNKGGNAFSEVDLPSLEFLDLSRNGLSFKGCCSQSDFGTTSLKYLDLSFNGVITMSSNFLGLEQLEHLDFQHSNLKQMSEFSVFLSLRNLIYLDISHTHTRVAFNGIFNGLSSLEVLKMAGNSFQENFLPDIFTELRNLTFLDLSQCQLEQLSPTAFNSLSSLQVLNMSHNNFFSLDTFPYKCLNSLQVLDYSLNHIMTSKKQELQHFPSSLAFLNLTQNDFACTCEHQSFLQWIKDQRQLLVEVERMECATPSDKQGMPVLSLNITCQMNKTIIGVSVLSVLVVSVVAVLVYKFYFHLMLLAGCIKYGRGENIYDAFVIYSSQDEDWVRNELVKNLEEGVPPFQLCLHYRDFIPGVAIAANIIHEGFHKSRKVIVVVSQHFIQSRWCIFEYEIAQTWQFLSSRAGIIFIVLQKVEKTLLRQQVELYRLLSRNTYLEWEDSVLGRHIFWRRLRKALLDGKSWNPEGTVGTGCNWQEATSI
Target sequence (Q99836 whole entry, looked up): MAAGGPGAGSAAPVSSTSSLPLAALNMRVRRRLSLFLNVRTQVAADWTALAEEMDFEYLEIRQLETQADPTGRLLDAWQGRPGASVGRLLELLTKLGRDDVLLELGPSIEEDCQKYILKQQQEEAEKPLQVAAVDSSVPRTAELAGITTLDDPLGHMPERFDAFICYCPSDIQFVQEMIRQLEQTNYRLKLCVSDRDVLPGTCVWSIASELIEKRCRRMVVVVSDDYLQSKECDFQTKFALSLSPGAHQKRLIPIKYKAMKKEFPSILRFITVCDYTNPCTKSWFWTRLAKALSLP
Efa HMGR inh = E. faecalis class II HMG-CoA reductase inhibition; purified E. faecalis HMGR, NADPH absorbance 340 nm kinetic; inhibition, % at 10 µM; actives 0.41% (n = 190,000); AID 1066;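 active = inhibition above a set limit, the median over all tested compounds plus 3 SD, cut at about 9.5% in these data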;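 note: enzyme runs in reverse so mevalonate oxidation gives rising NADPH absorbance; 0% = complete reaction with DMSO and 100% = background rate lacking mevalonate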
APP 5'UTR act = activates APP 5'UTR luciferase reporter; SH-SY5Y APP 5'UTR luciferase reporter, luminescence; zero percent = DMSO vehicle wells; activation, % at 2 µM; actives 1% (n = 190,000); AID 1276;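 active = activation above a set limit, based on mean plus 3 SD of controls, cut at about 140% in these data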; note: values of inactives mirror those of a sister screen read the other way
STAT3 activator = increases IL-6 driven STAT3 reporter signal; actives 0.91% (n = 190,000); AID 871; activation (% of control), % at 5.6 µM; U3A cells, IL-6 STAT3-luciferase reporter, luminescence; 100% = signal with IL-6 EC80 alone;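 active = activation above the screen-wide mean of compound activation plus 3 SD, cut at about 130% in these data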;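 note: 0% = background luminescence of wells with medium and substrate only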
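system = STAT3-luciferase reporter U3A cells | reagent = IL-6 stimulus at 33 ng/mL final | timing = 1 h compound pre-exposure, 6 h IL-6 stimulation, 37 °C | measured by = luminescence | evaluation = % activation versus median of IL-6-stimulated wells | control set = IL-6-only wells as 100% reference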
Hsp70 act = switches on Hsp70 transcription; HeLa Hsp70 promoter luciferase reporter, luminescence; scaled: vehicle 0, proteasome-inhibitor control 100%; activation, % at 10 µM; actives 0.04% (n = 200,000);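 active = activation above the mean across all tested compounds plus 3 SD, cutoff set per campaign, cut at about 5.5% in these data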;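 note: 100% = MG132 at 30 µM as the positive control and 0% = DMSO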
STAT1 inh = inhibitors of IFN-gamma induced STAT1 signaling | NIH 3T3 STAT1-luciferase reporter, luminescence | inhibition, % at 5.5 µM | actives 0.35% (n = 200,000) | AID 920;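 active = inhibition above a set limit, the mean inhibition across all tested compounds plus 3 SD, cut at about 34% in these data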;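 note: 0% = IFN-gamma with DMSO and 100% = IFN-gamma with 300 µM nifuroxazide; values of inactives mirror those of a sister screen read the other way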
STAT1 act = activators of IFN-gamma induced STAT1 signaling. NIH 3T3 STAT1-luciferase reporter, luminescence; 100% = IFN-gamma alone, no compound. activation (% of control), % at 5.5 µM. actives 2.6% (n = 200,000);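 active = activation above the screen-wide mean activation plus 3 SD, cut at about 130% in these data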;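 note: raw ratio to IFN-gamma control signal so 100% means no change and 0% no light; values of inactives mirror those of a sister screen read the other way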
STAT3 blocker = STAT3 signaling inhibition; U3A cells, IL-6 STAT3-luciferase reporter, luminescence; host cell line lacks STAT1; inhibition, % at 5.5 µM; actives 0.89% (n = 190,000); AID 862;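 active = inhibition above the mean inhibition across all screened compounds plus 3 SD, cut at about 44% in these data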;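 note: 0% = DMSO only wells and 100% = 100 µM nifuroxazide control wells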
The depositor's hits bear a star; / = not tested or not shown.

SMILES	NF-kB expr up	DTT redox prof	TLR4-MyD88 BLA	Efa HMGR inh	APP 5'UTR act	STAT3 activator	Hsp70 act	STAT1 inh	STAT1 act	STAT3 blocker
Cc1sc2c(c1C)CN(C1CC(C)(C)NC(C)(C)C1)CN2C(=O)c1ccco1	1.6	2.6	7	3	11	92	0.4	-11	110	13
Cc1ccc(C(=O)Oc2cc(-c3ccccc3)no2)cc1	1.1	0.2	12	-1	-9	98	-0.3	-2	102	9
CC(=O)Nc1cc(-c2ccc(Cl)cc2)[nH]n1	2.3	0.3	-5	-3	11	101	-0.1	-50	144*	2
CCOC(=O)c1c(/N=C/N(C)C)sc(C=O)c1-c1ccccc1	1.3	0.5	-11	-1	-2	98	0.0	-4	102	4
CCOC(=O)N1CCN(C(=O)COc2ccc(S(=O)(=O)Nc3ccc(OCC)cc3)cc2)CC1	0.8	-4.0	5	-9	-5	95	-0.2	4	96	10
Cc1cc(C)nc(SCC(=O)Nc2ccc(N3CCOCC3)c(Cl)c2)n1	1.1	1.8	5	-10	-9	63	-0.3	22	80	45*
CSc1ncccc1C(=O)Nc1ccc(S(=O)(=O)Nc2nccs2)cc1	0.9	-0.2	-11	-5	-9	104	0.3	-1	101	-7
CCCOc1ccc(C(=O)Nc2c[nH]c(=O)[nH]c2=O)cc1	1	0.5	4	-4	26	95	-0.1	-7	106	5
CCN1CCN(c2cc(C)c3cc(NC(=O)c4cnccn4)ccc3n2)CC1	1.1	-1.2	/	-5	0	/	/	/	/	/
CCOC(=O)C1CCCN(c2c(Nc3cccc(C)c3)c(=O)c2=O)C1 (stereo not drawn)	1.1	-0.7	-11	-3	/	92	-0.4	6	94	18
c1ccc(Nc2nc(NCC3CCCO3)c3ccccc3n2)cc1 (stereo not drawn)	0.69	0.2	7	0	10	85	-0.5	24	76	19
Clc1cccc(/C=N/Nc2nnc(Cl)c3ccccc23)c1	1.6	-4.9	-11	0	4	140*	0.1	0	100	-39
CCCN(CCC)C(=O)c1ccc2c(c1)N(Cc1ccccc1)C(=O)CS2=O (stereo not drawn)	1	-0.4	-2	-7	-9	103	-0.4	3	98	-3
CN(C)CCCN(C(=O)COc1ccc(Cl)cc1)c1nc2ccc(F)cc2s1	1.2	0.0	4	-6	-2	95	-0.1	1	99	14
FC(F)Oc1cccc2cccnc12	1.1	-0.8	4	-2	-7	94	-0.1	2	98	11
COc1ccc(-c2c(C)nn(-c3ccccc3)c2N)cc1OC	1.1	0.6	-19	0	20	97	-0.3	-2	100	5
S=C(Nc1ccc(Cl)cc1Cl)NC1CCN(Cc2ccccc2)CC1	1.1	0.3	-8	-2	26	96	-0.4	9	92	9
O=C(CSc1ncn[nH]1)N1CCN(S(=O)(=O)c2ccc(Cl)cc2)CC1	1.2	0.0	-8	1	9	99	-0.4	1	101	1
C=CCNC(=O)Nc1ccc(OCC)cc1	1.5	0.0	-6	-6	2	95	0.0	5	95	9
Cc1nc2ccccc2n1CC(=O)NC1CCCC1	1.4	-0.1	-18	2	-6	90	-0.2	-2	100	20
CCS(=O)CCSC(=N)N (stereo not drawn)	1.3	-12	4	3	-16	108	-0.1	-2	102	-1
Cc1c(Br)c(=O)oc2c(Br)c(O)ccc12	1.4	-2.3	3	-1	-10	99	-0.3	-2	100	8
O=C(CCCOc1ccccc1)N1CCN(C(=O)c2ccco2)CC1	1.4	1.6	2	-7	12	102	-0.1	-3	103	-2
Cn1c2ccccc2c2c(C(=O)NCc3ccco3)cn(C3CCCCC3)c(=O)c21	0.79	0.3	6	7	-10	96	-0.4	3	97	5
C=CCN1C(=O)CS/C1=C(\C#N)S(=O)(=O)c1ccc(C)cc1	1.1	3.5	-7	2	6	96	-0.3	4	96	9

Ordered by heavy-atom count (descending): part of the list above
SMILES	NF-kB expr up	DTT redox prof	TLR4-MyD88 BLA	Efa HMGR inh	APP 5'UTR act	STAT3 activator	Hsp70 act	STAT1 inh	STAT1 act	STAT3 blocker
CCOC(=O)N1CCN(C(=O)COc2ccc(S(=O)(=O)Nc3ccc(OCC)cc3)cc2)CC1	0.8	-4.0	5	-9	-5	95	-0.2	4	96	10
Cn1c2ccccc2c2c(C(=O)NCc3ccco3)cn(C3CCCCC3)c(=O)c21	0.79	0.3	6	7	-10	96	-0.4	3	97	5
Cc1sc2c(c1C)CN(C1CC(C)(C)NC(C)(C)C1)CN2C(=O)c1ccco1	1.6	2.6	7	3	11	92	0.4	-11	110	13
Cc1cc(C)nc(SCC(=O)Nc2ccc(N3CCOCC3)c(Cl)c2)n1	1.1	1.8	5	-10	-9	63	-0.3	22	80	45*
S=C(Nc1ccc(Cl)cc1Cl)NC1CCN(Cc2ccccc2)CC1	1.1	0.3	-8	-2	26	96	-0.4	9	92	9
c1ccc(Nc2nc(NCC3CCCO3)c3ccccc3n2)cc1 (stereo not drawn)	0.69	0.2	7	0	10	85	-0.5	24	76	19
COc1ccc(-c2c(C)nn(-c3ccccc3)c2N)cc1OC	1.1	0.6	-19	0	20	97	-0.3	-2	100	5
Clc1cccc(/C=N/Nc2nnc(Cl)c3ccccc23)c1	1.6	-4.9	-11	0	4	140*	0.1	0	100	-39
FC(F)Oc1cccc2cccnc12	1.1	-0.8	4	-2	-7	94	-0.1	2	98	11
CCS(=O)CCSC(=N)N (stereo not drawn)	1.3	-12	4	3	-16	108	-0.1	-2	102	-1

More compounds.
SMILES	NF-kB expr up	DTT redox prof	TLR4-MyD88 BLA	Efa HMGR inh	APP 5'UTR act	STAT3 activator	Hsp70 act	STAT1 inh	STAT1 act	STAT3 blocker
COc1cc(CNC(C)c2ccccc2)c(Br)cc1OCC(N)=O (stereo not drawn)	1.2	0.7	-12	-3	1	97	-0.1	2	98	9
Cc1ccc(S(=O)(=O)N2CCN(c3ccc([N+](=O)[O-])c4cccnc34)CC2)cc1	0.86	1.9	3	-2	22	103	-0.2	-5	105	-4
O=C(/C=C/c1ccc(Cl)cc1)c1cccnc1	1.9	0.3	8	-4	28	97	0.1	-1	101	9
COc1cccc(C(=O)NCCSc2ccc(C)cc2)c1	1.2	-0.3	3	-4	17	95	-0.2	-1	101	6
Cc1cc(OCC(=O)NCCCN2CCOCC2)cc(C)c1Cl	/	-0.7	-8	/	6	100	-0.3	6	95	7
CCCCSc1nnc(CCCCCNC(=O)OC(C)(C)C)o1	0.95	-1.4	10	-3	17	105	-0.4	8	93	-1
COc1ccccc1-c1c(C)nn2c(C)c(C(C)=O)cnc12	1.1	0.9	4	-3	25	97	-0.5	0	104	5
COc1ccc(N(CC(=O)Nc2ccc3c(c2)OCCO3)S(=O)(=O)c2c(C)noc2C)cc1	0.61	0.0	-7	-5	8	96	-0.2	5	95	9
CCCCn1c(N)c(N(CCC(C)C)C(=O)CSc2nnc3ccccn23)c(=O)[nH]c1=O	1.1	-1.3	1	-1	-9	107	0.1	-1	101	-6
O=C(Nc1c(Cl)cc(Cl)cc1C(=O)NCCN1CCOCC1)c1cccc([N+](=O)[O-])c1	0.87	-1.1	-10	-5	8	101	-0.2	-6	106	8
CC(C)(C)OC(=O)NNC(=O)Nc1ccccc1C(F)(F)F	0.99	-0.6	2	-2	3	100	0.1	6	94	4
O=C(NC(NC(=S)Nc1ccccc1Cl)C(Cl)(Cl)Cl)c1cccc(Cl)c1 (stereo not drawn)	0.51	0.4	3	2	1	107	-0.3	7	93	-5
C/C(=N/OC(=O)C1CC1c1ccccc1)c1ccccc1 (stereo not drawn)	1	-0.6	11	-5	24	99	-0.5	-4	103	2
COC(=O)N1CC(=O)N(OC)C1c1ccc(Cl)cc1Cl (stereo not drawn)	1	-0.4	1	-7	-4	91	-0.3	-2	102	14
CCOC(=O)N1CCN(C(=O)C2CCN(Cc3ccc(O)c(OCC)c3)CC2)CC1	1.1	-1.1	3	-2	-12	100	0.5	3	98	9
COc1cc2c(cc1OC)CN(C(=O)c1cc3ccccc3oc1=O)CC2	1.3	1.0	0	-2	-11	93	-0.3	2	98	17
CC(C(=O)NCC1CCCCC1)N(C)Cc1cccc(Cl)c1 (stereo not drawn)	1.2	-2.6	-12	1	19	106	-0.2	3	96	0
Clc1ccc(CCNc2ncnc3nc[nH]c23)cc1	0.97	0.2	-20	4	-2	61	-0.3	3	98	52*
Cc1cc(C)nc(SCC(=O)Nc2nc(-c3ccccc3)c(-c3ccccc3)o2)n1	0.88	0.3	2	2	0	103	-0.3	4	96	-4
O=C(CSc1nnc(CNC(=O)c2ccco2)o1)Nc1nc2ccccc2s1	1.3	-0.6	-4	-4	-15	99	0.1	-17	115	8
COc1ccc(N2CCN(S(=O)(=O)c3ccc4c(c3)CCCC4)CC2)c([N+](=O)[O-])c1	0.67	-2.3	-10	0	6	90	-0.1	19	83	17
Cc1nc(NC(=O)c2ccc(Br)o2)sc1C	4.7*	-0.1	-6	-4	121	93	0.0	-33	130*	14
CCc1ccc(C(=O)COC(=O)c2nn(C)c(=O)c3ccccc23)cc1	1.1	-1.8	0	-2	35	98	0.1	0	100	2
CCn1c(SCC(=O)Nc2cc(C)on2)nnc1-c1c[nH]c2ccccc12	1.2	-0.4	5	-2	20	/	-0.3	20	80	/
CC(C1CC2CCC1C2)n1c(-c2ccco2)n[nH]c1=S (stereo not drawn)	1.3	-2.0	4	-12	-54	106	-0.4	13	87	-5
The list goes on.
SMILES	NF-kB expr up	DTT redox prof	TLR4-MyD88 BLA	Efa HMGR inh	APP 5'UTR act	STAT3 activator	Hsp70 act	STAT1 inh	STAT1 act	STAT3 blocker
O=C(c1ccccc1)c1ccccc1C(=O)N1CCCC1	6.4*	0.6	14	-2	4	96	-0.1	4	91	8
Cc1csc(NC(=O)CSc2nnc(Cc3cccn3C)n2-c2ccc(F)cc2)n1	0.97	-0.4	-2	-2	-18	98	-0.2	-6	105	8
CN(C)c1cccc(C(=O)N/C=C/n2cnc3cc(C(F)(F)F)ccc32)c1	0.96	-0.9	-13	2	15	105	-0.1	-1	99	4
CCCC(=O)N=C1SC2CS(=O)(=O)CC2N1c1ccc(-c2nc3ccc(C)cc3s2)cc1 (stereo not drawn)	1.4	0.5	5	-4	125	111	-0.3	-34	131*	-14
CC1CCN(c2oc(-c3cccc4ccccc34)nc2C#N)CC1	1.4	4.6	10	-2	-18	98	-0.1	0	100	2
CC1CCCN(c2ccc(C(=O)NCc3ccc4c(c3)OCO4)cc2[N+](=O)[O-])C1 (stereo not drawn)	1	1.1	15	-10	9	104	-0.2	-6	106	-5
